Bioassay records as filed in PubChem.
ZTA DNA inh = counter-screen for EBNA-1 inhibitors: inhibitors of Epstein-Barr virus ZTA; inhibition, % at 11 µM; ZTA-DNA binding, fluorescence polarization; 320,000 compounds, 0.15% hits; AID 2234; in the data active = inhibition above about 33%
Yeast superoxide = caloric restriction mimetics inhibiting age-related superoxide in yeast; S. cerevisiae aged cells, superoxide DHE fluorescence; active compounds read low; superoxide response (% of plate mean), % at 10 µM; 330,000 compounds, 0.18% hits; AID 2690;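 active = superoxide response under a set limit, about three screen SD below normal, cut at about 65% in these data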;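 also: yeast aged for seven days with compound at 30 °C before DHE staining; 100% = average MFI of all compound-treated wells on the plate with controls excluded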
MEX-5 binding = C. elegans MEX-5 TCR-2 RNA binding activity. 300,000 compounds, 0.38% hits. activity score (negative = inhibition of binding), % at 10 µM. MEX-5/FITC-TCR2 RNA binding, fluorescence polarization; active compounds read low. Q9XUB2;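 active = inhibition past about -25% in most replicates, and total fluorescence under double the plate's negative control median, limit read from the data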;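 also: 0% = DMSO and -100% = 5 µM competing unlabeled TCR2 RNA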
Efflux pump inh = inhibitors of Candida antifungal efflux pumps expressed in yeast. S. cerevisiae Candida pump triplex, Nile Red efflux. 330,000 compounds, 0.44% hits. inhibition, % at 10 µM. AID 485275;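 active = plate passing quality check with inhibition over a set limit, or well fluorescence over plate mean plus 4 SD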;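 also: Nile Red retained in pooled yeast measured as flow cytometry median fluorescence; 0% = buffer negative control and 100% = Enniatin B positive control; higher means more Nile Red kept so more efflux inhibition; some compounds called inactive have numbers as strong as hits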
EBNA-1 inh = blocks EBNA-1 binding to DNA. EBNA-1 DNA binding, fluorescence polarization. inhibition, % at 14.8 µM. 300,000 compounds, 0.34% hits; in the data active = inhibition above about 28%
MCL1 BIM primary = MCL1-BIM-BH3 interaction inhibition (human); Q07820; GST-MCL1 / FITC-Bim-BH3 fluorescence polarization; inhibition, % at 10.9 µM; 320,000 compounds, 0.68% hits; AID 2057;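 active = inhibition above the mean inhibition of all tested compounds plus 3 SD, set per campaign, cut at about 40% in these data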;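 also: 0% = DMSO wells and 100% = unlabeled Bim-BH3 peptide control; higher means more loss of mP so more displacement of Bim peptide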
Bcl-xL primary = inhibitors of human Bcl-xL. Q07817. AID 2129. GST-Bcl-xL / FITC-Bim BH3 peptide fluorescence polarization. 320,000 compounds, 0.7% hits. inhibition, % at 10.9 µM;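 active = inhibition above the mean of all tested compounds plus 3 SD, cutoff set per campaign, cut at about 30% in these data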;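 also: 0% = DMSO wells and 100% = unlabeled Bim-BH3 peptide competitor; inhibitors lower millipolarization by displacing the labeled peptide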
Target sequence (Q07817 whole entry, looked up): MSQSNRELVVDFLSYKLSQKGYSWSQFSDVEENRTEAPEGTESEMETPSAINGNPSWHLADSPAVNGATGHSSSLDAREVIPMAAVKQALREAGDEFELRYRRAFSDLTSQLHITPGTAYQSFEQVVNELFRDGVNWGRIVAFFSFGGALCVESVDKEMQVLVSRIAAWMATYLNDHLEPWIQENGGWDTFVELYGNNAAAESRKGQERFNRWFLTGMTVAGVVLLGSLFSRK
Fam108B counter = Fam108B inhibition, counter-screen for RBBP9 inhibitors | recombinant Fam108B, FP-Rh probe fluorescence polarization | inhibition, % at 9.51 µM | 300,000 compounds, 0.33% hits;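 active = inhibition above the screen mean inhibition plus 3 SD, computed separately per campaign, cut at about 18% in these data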;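 also: inhibitors lower polarization as less probe binds the enzyme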
GLD-1 TGE inh = GLD-1-TGE RNA interaction inhibition (C. elegans). inhibition, % at 5.96 µM. 320,000 compounds, 0.44% hits. Q17339. AID 2280. purified GLD-1 + fluorescein TGE RNA, fluorescence polarization;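 active = percent inhibition above a per-plate cutoff, the plate mean of test compounds plus 3 SD, cut at about 30% in these data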;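 also: 0% = DMSO wells with GLD-1 and probe and 100% = wells lacking GLD-1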
Target sequence (Q17339 whole entry, looked up): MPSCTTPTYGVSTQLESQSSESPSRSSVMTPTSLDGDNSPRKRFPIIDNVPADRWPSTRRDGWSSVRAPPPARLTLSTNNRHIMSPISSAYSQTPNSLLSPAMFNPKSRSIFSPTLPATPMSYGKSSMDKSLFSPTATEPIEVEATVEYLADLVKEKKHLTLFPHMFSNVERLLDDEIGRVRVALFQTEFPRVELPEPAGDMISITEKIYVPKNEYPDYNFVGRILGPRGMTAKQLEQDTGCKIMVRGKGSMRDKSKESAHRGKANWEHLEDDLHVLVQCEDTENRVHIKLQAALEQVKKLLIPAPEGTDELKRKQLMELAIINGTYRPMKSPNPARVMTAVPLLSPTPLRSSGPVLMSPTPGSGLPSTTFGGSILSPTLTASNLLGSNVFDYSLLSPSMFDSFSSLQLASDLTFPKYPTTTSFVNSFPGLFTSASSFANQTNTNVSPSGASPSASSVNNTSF
* hit, by the source's call; . = not tested or not shown. This is a subset, so the mix of outcomes need not match the whole.

Every second line gives: ZTA DNA inh | Yeast superoxide | MEX-5 binding | Efflux pump inh | EBNA-1 inh | MCL1 BIM primary | Bcl-xL primary | Fam108B counter | GLD-1 TGE inh
[1] O=C1NC(=O)N(Cc2ccco2)C(=O)/C1=C\c1cccn1CCOc1ccccc1
 : 25 | 116 | -0.1 | 0.1 | 8 | -12 | -8 | -1 | -21
[2] Cc1cccc(CN2CCCC(C(=O)c3ccc4c(c3)OCO4)C2)n1 (configuration not stated)
 : -8 | 98 | 0.0 | 0.0 | 2 | 1 | 3 | 2 | -4
[3] COC(=O)C1=C(c2ccc(-c3ccccc3)c(F)c2)C[C@@H]2CC[C@H]1N2C(=O)N1CCc2cc(OC)c(OC)cc2C1
 : 8 | 87 | . | 1.3 | . | 1 | 2 | . | -2
[4] CC1(C)CC(n2[nH]c(=O)c3c2NC(=O)CSC3c2ccc(F)cc2)CCO1 (configuration not stated)
 : 1 | 119 | -0.9 | 0.0 | -9 | -1 | 1 | 1 | 0
[5] COc1cc(CN2CCCC(C(=O)c3sccc3C)C2)cc(OC)c1O (configuration not stated)
 : 2 | 89 | 0.0 | 0.1 | -9 | -3 | 3 | -2 | 2
[6] CCOP(=O)(OCC)C(NC(C)=O)C(Cl)(Cl)Cl (configuration not stated)
 : 1 | 96 | -0.1 | 0.0 | -9 | 9 | 4 | -1 | 1
[7] O=[N+]([O-])[N-][n+]1cnn(Cc2ccc(Cl)cc2)c1
 : -16 | 94 | -0.9 | 0.2 | -21 | -9 | 0 | 3 | 0
[8] Cn1c(=O)cc(OCC(=O)N2CCN(Cc3ccc4c(c3)OCO4)CC2)c2ccccc21
 : 15 | 104 | -0.1 | 0.0 | -5 | 1 | 3 | -1 | 12
[9] C(#CCN1CCOCC1)COC/C=C/c1ccccc1
 : 1 | 103 | 0.0 | 0.0 | 2 | -1 | 4 | -1 | -4
[10] CCc1nc2ccccc2c(=O)n1-c1ccccc1[N+](=O)[O-]
 : 6 | 105 | -0.2 | -0.3 | 12 | 5 | 4 | 0 | 8
[11] Cc1c2cnn(CC(=O)N3CCC4(CC3)OCCO4)c(=O)c2c(C)n1Cc1ccccc1F
 : 2 | 98 | 5.7 | 0.1 | 8 | -7 | 5 | 0 | -4
[12] CCOC(=O)C1(CCc2ccccc2)CCN(CC(O)CO)CC1 (configuration not stated)
 : -6 | 110 | -2.1 | -0.1 | 2 | 13 | 0 | 2 | 6
[13] c1cncc(C2Nc3cccc4cccc(c34)N2)c1
 : -10 | 89 | -3.1 | 0.0 | 7 | 26 | 19 | 17 | 7
[14] CCC12CN3CCN(CC(C3)/C1=N/NC(=O)c1ccncc1)C2
 : -4 | 89 | -3.7 | -0.2 | -13 | 2 | 0 | 1 | 0
[15] CN1C(=O)N(C)C(=O)C2(Cc3ccccc3N3CCOCC32)C1=O (configuration not stated)
 : 3 | 102 | 1.6 | 0.1 | 4 | 4 | 2 | -4 | 2

Reformatted in transposed form: twelve of the compounds above.
[1] O=C1NC(=O)N(Cc2ccco2)C(=O)/C1=C\c1cccn1CCOc1ccccc1
[2] Cc1cccc(CN2CCCC(C(=O)c3ccc4c(c3)OCO4)C2)n1 (configuration not stated)
[3] COC(=O)C1=C(c2ccc(-c3ccccc3)c(F)c2)C[C@@H]2CC[C@H]1N2C(=O)N1CCc2cc(OC)c(OC)cc2C1
[4] CC1(C)CC(n2[nH]c(=O)c3c2NC(=O)CSC3c2ccc(F)cc2)CCO1 (configuration not stated)
[5] COc1cc(CN2CCCC(C(=O)c3sccc3C)C2)cc(OC)c1O (configuration not stated)
[6] CCOP(=O)(OCC)C(NC(C)=O)C(Cl)(Cl)Cl (configuration not stated)
[7] O=[N+]([O-])[N-][n+]1cnn(Cc2ccc(Cl)cc2)c1
[8] Cn1c(=O)cc(OCC(=O)N2CCN(Cc3ccc4c(c3)OCO4)CC2)c2ccccc21
[9] C(#CCN1CCOCC1)COC/C=C/c1ccccc1
[10] CCc1nc2ccccc2c(=O)n1-c1ccccc1[N+](=O)[O-]

Screen / compound no.,1,2,3,4,5,6,7,8,9,10
ZTA DNA inh,25,-8,8,1,2,1,-16,15,1,6
Yeast superoxide,116,98,87,119,89,96,94,104,103,105
MEX-5 binding,-0.1,0.0,.,-0.9,0.0,-0.1,-0.9,-0.1,0.0,-0.2
Efflux pump inh,0.1,0.0,1.3,0.0,0.1,0.0,0.2,0.0,0.0,-0.3
EBNA-1 inh,8,2,.,-9,-9,-9,-21,-5,2,12
MCL1 BIM primary,-12,1,1,-1,-3,9,-9,1,-1,5
Bcl-xL primary,-8,3,2,1,3,4,0,3,4,4
Fam108B counter,-1,2,.,1,-2,-1,3,-1,-1,0
GLD-1 TGE inh,-21,-4,-2,0,2,1,0,12,-4,8

[11] Cc1c2cnn(CC(=O)N3CCC4(CC3)OCCO4)c(=O)c2c(C)n1Cc1ccccc1F
[12] CCOC(=O)C1(CCc2ccccc2)CCN(CC(O)CO)CC1 (configuration not stated)

Screen / compound no.,11,12
ZTA DNA inh,2,-6
Yeast superoxide,98,110
MEX-5 binding,5.7,-2.1
Efflux pump inh,0.1,-0.1
EBNA-1 inh,8,2
MCL1 BIM primary,-7,13
Bcl-xL primary,5,0
Fam108B counter,0,2
GLD-1 TGE inh,-4,6

(continued)
Every second line gives: ZTA DNA inh | Yeast superoxide | MEX-5 binding | Efflux pump inh | EBNA-1 inh | MCL1 BIM primary | Bcl-xL primary | Fam108B counter | GLD-1 TGE inh
[16] C[N+]1(C)C2CC[C@H]1CC(OC(=O)C(CO)c1ccccc1)C2 (some centres not stated)
 : -6 | 94 | . | 0.1 | 3 | 3 | -3 | 2 | 5
[17] O=C1c2cccc3cccc(c23)C(=O)N1/N=C/c1c(O)n(-c2ccccc2)c(=O)[nH]c1=O
 : -7 | 98 | -5.4 | 0.0 | 3 | 18 | 18 | 8 | 4
[18] O=c1[nH]c(=O)n(C2CCCCC2)c(O)c1/C=N/N1CCCCC1c1cccnc1 (configuration not stated)
 : 0 | 91 | -2.3 | -0.1 | 4 | -2 | 4 | -9 | -1
[19] C[C@]12CCC(=O)C=C1CC[C@@H]1C2CC[C@]2(C)C(=O)CCC12 (some centres not stated)
 : 6 | 96 | -0.3 | 0.0 | -1 | 5 | 3 | 1 | 11
[20] CCOC(=O)C(O)(c1ccc(NC(=O)c2ccc(Cl)c(Cl)c2)cc1)C(F)(F)F (configuration not stated)
 : 9 | 116 | 2.9 | 0.0 | 3 | 7 | 5 | -14 | 8
[21] N[C@@H](Cn1oc(=O)[nH]c1=O)C(=O)O
 : -21 | 93 | -0.7 | -0.3 | -3 | 3 | 6 | -1 | 2
[22] O=P(Oc1ccccc1)(Oc1ccccc1)c1ccccc1
 : 3 | 107 | 0.8 | -0.1 | 5 | 4 | 3 | -8 | -3
[23] COc1ccc(C=C2C(=O)N(C)C(=O)N(C)C2=O)cc1COc1ccc(NC(C)=O)cc1
 : 9 | 77 | 4.1 | 0.1 | -1 | -3 | -5 | 1 | 6
[24] CCOC(=O)C1(CCOc2ccccc2)CCN(C2Cc3ccccc3C2)CC1
 : 10 | 83 | 0.4 | 0.0 | -7 | 3 | 0 | 3 | 9
[25] CCOP(=O)(OCC)C(C)(C)NC(=O)C(Cl)(Cl)Cl
 : 3 | 105 | 0.4 | -0.1 | 9 | 1 | 2 | 0 | 3
[26] COc1ccc(Cn2c(O)c(/C=N/NC(=O)c3ccccc3)c(=O)[nH]c2=O)cc1
 : 5 | 101 | -4.0 | -0.1 | 2 | 7 | -7 | 4 | -1
[27] CN1C(=O)C(Cc2cccc3ccccc23)C(=O)N(C)C1=O
 : 10 | 111 | -1.1 | -0.1 | 12 | -1 | 4 | 3 | 12
[28] O=C(O)c1cccc(N=Nc2c(O)[nH]c(=O)[nH]c2=O)c1
 : -6 | 109 | 0.9 | 0.1 | -5 | -7 | -1 | -4 | 5
